# m5-HT2A agonist: agonists of mouse serotonin 5-HT2A receptor (HTR2A). actives 0.66% (n = 360,000). activation, % at 7.6 µM. P35363. CHO-K1 mHTR2A beta-arrestin complementation, luminescence; percent of 30 µM serotonin response;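 active = activation above a run cutoff, the mean activation of all tested compounds plus 3 SD, cut at about 14% in these data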;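 note: 0% = plate median of compound wells and 100% = 30 µM serotonin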
# CaV13 FRET inh: Primary screen for inhibitors of IQ motif and Ca2+-dependent inactivation inhibitor domain binding in CACNA1D, Förster resonance energy transfer in living cells, … | HEK cells, CFP/YFP FRET ICDI-IQ, plate reader, 10 min; percent FRET-ratio fall versus neutral wells | inhibition, % at 12.3 µM | actives 0.098% (n = 340,000);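 active = mean replicate inhibition of at least 30% and at least 1% of replicates passing that level; inconclusive = only one of the two criteria is met; inactive = neither criterion is met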;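 note: 0% = median of the neutral control wells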
# ABCB6 inh 2: blocks the human ABCB6 transporter; Q9NP58; K562-ABCB6 porphyrin accumulation, flow cytometry, 1 h; active compounds read low; fluorescence ratio to DMSO, % at 10 µM; actives 0.19% (n = 360,000);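 active = fluorescence ratio to DMSO below 75%, the collection mean minus 3 SD; inconclusive = too few cells collected in the well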;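 note: signal is porphyrin accumulated inside mitochondria; 100% equals median channel fluorescence of DMSO control wells; lower ratio means ABCB6 inhibition with less porphyrin fluorescence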
# PDI turbidity: PDI (human) enzyme inhibition | P07237 | PDI insulin aggregation turbidity, A650, 90 min | inhibition, % at 10 µM | actives 0.052% (n = 350,000) | AID 588391;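 active = mean inhibition across replicates of 30% or more, whatever share of single replicates reach that level; inconclusive = mean inhibition below 30% while every single replicate reaches 30%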;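 note: absorbance from insulin aggregation driven by PDI reduction with DTT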
# Target sequence (P07237 whole entry, looked up): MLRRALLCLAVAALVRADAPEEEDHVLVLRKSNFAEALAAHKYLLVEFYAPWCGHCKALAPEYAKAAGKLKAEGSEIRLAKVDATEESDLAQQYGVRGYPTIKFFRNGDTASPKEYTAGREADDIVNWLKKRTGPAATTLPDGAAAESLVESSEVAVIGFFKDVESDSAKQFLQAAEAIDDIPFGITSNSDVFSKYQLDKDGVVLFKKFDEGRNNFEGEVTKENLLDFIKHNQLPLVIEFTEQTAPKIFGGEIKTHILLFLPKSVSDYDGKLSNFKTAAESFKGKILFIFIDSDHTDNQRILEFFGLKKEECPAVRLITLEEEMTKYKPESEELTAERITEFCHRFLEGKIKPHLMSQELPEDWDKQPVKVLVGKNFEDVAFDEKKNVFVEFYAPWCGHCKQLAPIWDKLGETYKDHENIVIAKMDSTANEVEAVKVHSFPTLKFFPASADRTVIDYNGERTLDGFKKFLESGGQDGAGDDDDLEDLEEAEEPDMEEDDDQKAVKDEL
# MC4R antagonist: blocks human MC4R cAMP signaling. MC4R-expressing cells, MTII-stimulated cAMP, LANCE TR-FRET. inhibition, % at 6.5 µM. actives 0.48% (n = 360,000). AID 540295;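 active = inhibition above its plate's cutoff, the mean of tested wells on that plate plus 3 SD, cut at about 29% in these data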;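 note: 0% = Melanotan II alone and 100% = Melanotan II plus saturating MCL0020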
# Target sequence (P32245 whole entry, looked up): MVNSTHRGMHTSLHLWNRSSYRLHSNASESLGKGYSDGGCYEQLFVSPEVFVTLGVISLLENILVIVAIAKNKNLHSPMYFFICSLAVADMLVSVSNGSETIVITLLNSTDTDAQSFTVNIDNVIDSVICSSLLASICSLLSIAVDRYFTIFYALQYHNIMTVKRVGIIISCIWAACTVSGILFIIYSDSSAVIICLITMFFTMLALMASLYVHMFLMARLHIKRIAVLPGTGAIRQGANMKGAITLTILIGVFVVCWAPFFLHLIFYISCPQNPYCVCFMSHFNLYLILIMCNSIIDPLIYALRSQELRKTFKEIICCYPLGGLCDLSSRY
#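 System – human MC4R-expressing U2OS cells · Also added – Melanotan II · Dosing – one concentration, 6.5 µM nominal · Timing – 30-min compound, 1-h challenge, 1-h detection, room temperature · Measured by – Eu-cAMP/anti-cAMP TR-FRET, emission 671 nm · Replicates – singlicate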
# MC4R barr agon: agonists of human melanocortin 4 receptor (MC4R) beta-arrestin; AID 540308; U2OS MC4R beta-arrestin complementation, luminescence; percent of melanotan II response, DMSO zero; P32245; actives 0.98% (n = 360,000); activation, % at 8.9 µM;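 active = activation above a per-plate cutoff, the mean activation of sample wells on that plate plus 3 SD, cut at about 8% in these data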
# aDG glyco up: increases alpha dystroglycan glycosylation | Pro5-aDG cells, alpha-DG glycosylation AlphaScreen (IIH6); 0% Pro5, 100% B10-LARGE cell signal | activation, % at 10 µM | actives 0.22% (n = 360,000);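 active = activation of at least 8% versus controls, or a plate z-score of at least 8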;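 note: Pro5 are CHO cells carrying HIG-tagged alpha-DG that lacks glycosylation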
# Cardio protect: myocardial damage modulation in H9c2 cells; actives 0.63% (n = 360,000); protection from H2O2 cell death, % at 20 µM; H9c2 cardiomyocytes, H2O2 injury protection, ATPLite, 2 h;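 active = compounds giving at least 50% protection of heart cells from peroxide-induced death in the single-dose screen, raw or plate-pattern-corrected value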;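 note: 0% = DMSO wells with peroxide and 100% = DMSO wells without peroxide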
# Vif imaging: blocks HIV Vif function; HEK293T cells, Vif self-association by quenched fluorescence, imaging, 24 h; inhibition, % at 7.49 µM; actives 0.35% (n = 340,000); AID 602346; in the data active = inhibition above about 50%, passing the limit was not always enough; inconclusive = no clear call, values can overlap the other calls; inactive = below about 31%; note: some results filed as inactive read as strong as hits
# Glyco luc inh: N-linked glycosylation inhibition. actives 0.23% (n = 360,000). AID 588692. D54 ERlucT glycosylation luciferase reporter, 24 h; percent of 100 nM tunicamycin response. reporter increase, % at 12.5 µM;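 active = mean luciferase reporter signal, scaled so untreated is 0 and the glycosylation-blocking control 100, at or above a set limit in every replicate; inconclusive = mean reaches the limit but not every replicate does; inactive = mean below the limit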;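 note: luciferase carries N-glycosylation sites so blocking glycosylation raises the light; 0% = median of neutral control wells and 100% = median of 100 nM tunicamycin wells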
# * marks the source's active call; other numbers are inactive results; ? = inconclusive; nt = no result given.
molecule	m5-HT2A agonist	CaV13 FRET inh	ABCB6 inh 2	PDI turbidity	MC4R antagonist	MC4R barr agon	aDG glyco up	Cardio protect	Vif imaging	Glyco luc inh
Cc1cccn2c(CNCC(C)Oc3cccnc3)c(C(=O)N3CCOCC3)nc12 (centres undefined)	0	-5	99	4	0	0.0	0.0	3	-1	1
Cc1ccc(C(=O)Nc2nc(=O)n(C)s2)cc1	2	-4	92	4	5	-0.7	0.0	-16	1	-1
CCOC(=O)/C(C(N)=NCc1ccco1)=C(/O)c1ccccc1	-3	-4	93	-1	6	2.0	0.5	-3	-2	3
C[C@H](NC(=O)N1CCn2c1nc1ccccc12)C(=O)NCC1CCCO1 (some centres undefined)	-4	-7	99	-1	13	-2.1	-0.4	-4	0	2
Cc1cccc(N(C)c2cc(C)nc3ncnn23)c1	1	-2	97	nt	4	-0.2	0.0	2	8	1
CCOC(=O)C1=C(COC(=O)COc2ccc(Br)cc2)NC(=O)NC1C (centres undefined)	4	-7	99	-16	2	-0.5	-0.1	-12	14	2
Cc1ccc(Cl)c(NC(=O)COC(=O)c2nn(-c3ccccc3)cc2O)c1Cl	-8	-5	100	-6	2	-0.8	-0.2	2	10	1
O=C(OCc1ccccc1Cl)c1cccnc1Cl	-2	-12	101	-4	0	-1.7	-0.1	-2	8	1
CCOC(=O)C1=NNC(C(=O)c2ccc(OC)cc2)C1c1ccccc1 (centres undefined)	-2	-4	102	-1	5	-1.2	-0.2	1	9	-6
COc1ccccc1C(=O)C1CCCN(C(=O)c2ccc(C(C)=O)s2)C1 (centres undefined)	2	-7	104	-9	-5	0.4	0.3	4	-4	0
Cc1ccc(N2CC(NS(=O)(=O)c3cc(F)ccc3F)CC2=O)cc1C (centres undefined)	-4	-6	105	-7	5	0.2	0.3	2	nt	0
CCc1nnc(NC(=O)C2CCN(C(=O)c3ccco3)CC2)s1	-11	-18	93	-2	17	0.6	0.0	-1	5	2
COc1cc(OC)c(C(=O)N/N=C/c2ccoc2)cc1OC	3	-6	99	3	6	-0.2	-0.2	-1	16	0
Cc1c(Br)c([N+](=O)[O-])nn1CC(=O)NCCc1ccc(Cl)cc1	-6	-6	98	-11	-2	-0.1	0.7	-9	3	1
CCOC(=O)CN1CC23C=CC(O2)C(C(=O)Nc2ccc(F)cc2)C3C1=O (centres undefined)	-4	-5	105	1	2	3.0	0.0	6	nt	3
CCOC(=O)C1C(=O)NCC1c1ccccc1 (centres undefined)	-3	-7	104	-1	11	1.8	-0.1	2	-1	4
COc1cc2nc(SCC(N)=O)n(CCC3=CCCCC3)c(=O)c2cc1OC	10	-8	96	-12	7	12*	-0.1	-6	1	-2
CCc1noc(C)c1C(=O)NCCc1ccc(OC)c(OC)c1	-1	-9	97	1	6	-1.7	-0.1	2	-6	-1
CCc1ccc(N=C2NC(=O)/C(=C/c3cc(Br)c(OCC(=O)O)c(OC)c3)S2)cc1	1	-19	100	?	5	2.1	-0.1	6	9	3
COc1ccc(OCc2nnc(SCC(N)=O)n2-c2ccccc2OC)cc1	1	-8	100	1	1	0.5	0.1	-1	-5	1
Cc1c(O)ccc(C(=O)COc2ccccc2F)c1O	-2	-5	94	8	5	-0.6	-0.3	13	6	-2
O=C(COC(=O)/C=C/c1cccc(Cl)c1)Nc1ccc2[nH]c(=O)[nH]c2c1	-9	-3	94	-9	1	-2.0	-0.3	-6	20	3
O=C(N/N=C/c1ccco1)c1cc(-c2ccncc2)nc2ccccc12	-7	-6	98	-7	0	-4.1	0.1	6	nt	28*
CCCOc1ccc(Oc2cc(C)nc(SC)n2)nn1	8	-4	102	-2	2	-0.1	-0.2	-1	1	0
Cc1nn(C)c(C)c1S(=O)(=O)N1CCCC(C(=O)NCCc2ccc(Cl)cc2)C1 (centres undefined)	0	-1	103	nt	8	0.1	0.3	6	-3	3
CCCCCN=CC1=C(O)CC(c2ccccc2)CC1=O (centres undefined)	-2	16	101	5	5	-0.1	-0.3	-3	1	-2
Cc1cccc(C)c1NC(=O)CC1SC2=NCCN2C1=O (centres undefined)	-3	-4	97	-2	0	-1.7	0.1	10	9	-1
O=C(c1cccs1)N1CCC(c2nc3c(nnn3Cc3ccccc3Cl)c(=O)[nH]2)CC1	4	-6	99	-3	-7	-1.8	-0.1	2	-6	18
CSc1nnc(CCCCCNC(=O)OC(C)(C)C)o1	2	1	96	4	8	-0.5	0.0	-5	-7	3
CCC1CCc2c(sc(NC(=O)c3cccnc3)c2C(N)=O)C1 (centres undefined)	2	-2	101	5	6	-0.6	1.3	-4	-11	4
O=C(O)/C=C/c1ccc(OCCCF)cc1	4	9	103	-3	6	-2.9	-0.1	-7	2	0
O=C(NNC(=O)[C@H]1CC=CC[C@H]1C(=O)O)c1ccc(Cl)cc1Cl	-1	-4	98	-3	6	-1.4	-0.2	3	0	2
CC(=O)N1N=C(c2ccc(C)cc2)CC1c1ccc2c(c1)OCO2 (centres undefined)	-3	-15	90	9	2	0.3	0.6	-6	3	-1
CCN(CC(=O)Nc1c(F)cccc1F)C(=O)c1ccc(=O)n(C)n1	-7	-4	100	9	4	-3.4	0.2	2	-14	1
O=C(Nc1ccccc1)c1cccc(C(=O)Nc2ccccc2)n1	1	nt	102	-5	7	-1.8	-0.1	13	-5	2
Cc1cccc(/C(N)=N/OC(=O)Cc2cccc3ccccc23)c1	0	-2	90	18	2	2.9	0.3	-4	4	0
CCOC(=O)c1c(NC(=O)CCC(=O)O)sc2c1CCCCC2	3	-3	100	4	5	-1.1	-0.2	8	-11	1
COc1ccc(CNC(=O)COc2ccc(F)cc2)cc1	1	-6	99	-3	-3	-0.9	-0.3	8	-2	0
CCSc1nnc(NC(=O)COc2ccccc2[N+](=O)[O-])s1	-2	-19	100	5	4	-1.6	-0.1	0	6	0
Cc1[nH]c2ccc(S(N)(=O)=O)cc2c1C	6	-5	101	1	4	5.0	-0.3	5	nt	2
COc1ccc(Br)cc1CNC(=O)C1CCN(C(=O)N(C)C)CC1	2	0	91	0	4	0.5	1.4	-4	2	3
CC(C)Cc1nnc(NC(=O)CCC(=O)NCCc2ccc(Cl)cc2)s1	0	-2	96	-4	5	-1.9	0.0	-1	13	1
CCOc1cc(C2C3=C(CCCC3=O)Nc3ccc4ncccc4c32)ccc1O (centres undefined)	4	-5	110	0	-7	1.2	0.9	5	-2	15
COC(=O)C1=C(O)/C(=C/c2cccc(OC)c2O)N=C1C	3	1	101	-2	-26	-3.5	-0.2	-12	8	0
Cc1cccc(C)c1NC(=O)c1csc([C@@H]2O[C@H](CO)[C@H](O)[C@H](O)[C@H]2O)n1	1	-5	97	7	-1	0.4	0.1	5	-1	1
N#Cc1c2n(c3c(N)ncnc13)CCCCC2	2	-13	102	5	13	-1.3	1.9	6	-10	-2
c1ccc(Nc2cccc3ccccc23)cc1	-3	nt	110	nt	8	3.5	0.3	-7	2	3
Cc1cc(C)nc(NC(=S)Nc2cccc(Cl)c2Cl)c1	2	3	218	3	-1	5.2	0.1	-14	3	1

# Profiles, looked up by structure.
# COc1ccc(CNC(=O)COc2ccc(F)cc2)cc1 is listed as m5-HT2A agonist = 1; CaV13 FRET inh = -6; ABCB6 inh 2 = 99; PDI turbidity = -3; MC4R antagonist = -3; MC4R barr agon = -0.9; aDG glyco up = -0.3; Cardio protect = 8; Vif imaging = -2; Glyco luc inh = 0
# COc1ccc(Br)cc1CNC(=O)C1CCN(C(=O)N(C)C)CC1 is listed as m5-HT2A agonist = 2; CaV13 FRET inh = 0; ABCB6 inh 2 = 91; PDI turbidity = 0; MC4R antagonist = 4; MC4R barr agon = 0.5; aDG glyco up = 1.4; Cardio protect = -4; Vif imaging = 2; Glyco luc inh = 3

# Continuation:
molecule	m5-HT2A agonist	CaV13 FRET inh	ABCB6 inh 2	PDI turbidity	MC4R antagonist	MC4R barr agon	aDG glyco up	Cardio protect	Vif imaging	Glyco luc inh
O=C(CSCc1ccc(Cl)cc1Cl)Nc1c[nH]c(=O)[nH]c1=O	-1	-6	101	-3	5	-2.2	-0.2	0	-6	-1
CCOc1ccccc1NS(=O)(=O)c1ccc2[nH]c(=O)ccc2c1	7	-3	96	3	0	-0.3	0.0	1	0	3
O=C(c1cccc(F)c1)N1CCCC(C(=O)N2CCN(c3ccccc3)CC2)C1 (centres undefined)	0	-5	105	14	2	0.6	0.4	-6	-5	1
CC(C)(C)OC(=O)NC(CC(=O)OCc1ccccc1)C(=O)O (centres undefined)	-1	-5	98	8	9	-0.1	-0.1	7	nt	2
O=c1c2[nH]c3cccc(Cl)c3c2ncn1Cc1ccco1	-1	-8	95	-3	1	-0.1	-0.2	2	20	-1
Cc1cccc(-n2cc(CN3CCCN(C=O)CC3)c(-c3cccc(F)c3)n2)c1	1	-8	99	2	14	-1.9	0.3	0	-1	0
O=C(N/C(=C\c1ccco1)C(=O)N1CCOCC1)c1ccccc1Cl	-3	-4	98	-24	10	0.2	0.0	8	15	1
COc1ccccc1N=c1oc2cc(O)ccc2cc1C(N)=O	0	7	95	-4	-9	-0.7	-0.5	-16	35	-2
N#Cc1cnn(-c2ccccc2)c1NC(=O)c1ccccc1F	1	-6	96	-13	14	-2.5	-0.2	0	-7	0
COc1cc2c3nc4n(c(=O)c3n(CC(=O)N3CCCC3)c2cc1OC)CCS4	-4	-3	92	-4	0	-0.7	-0.2	1	-2	2
CCc1nnc(NCC(=O)N2CCc3ccccc32)s1	2	-6	101	-1	15	-1.7	0.3	2	4	0
O=C(Nc1nonc1-c1ccc(F)cc1)c1ccco1	1	-14	97	10	-3	-1.0	0.0	3	-8	2
CC(=NNC(=O)c1ccncc1)c1cccc(Br)c1	-8	-6	97	-22	1	-1.4	0.1	6	0	0
CCC(CC)NC(=O)c1cc(OC)c(OC)c(OC)c1	7	nt	86	-6	3	1.4	0.1	12	-4	3
O=C1CCCc2cc3c(ccc4ccccc43)cc21	-2	-6	94	-4	-4	-1.6	0.1	-17	-11	-2
CCCC[C@@H]1CNC(=O)C(=O)N1CCc1cc(C(F)(F)F)cc(C(F)(F)F)c1	15*	-6	97	-2	0	-0.6	0.3	7	-9	3
Cc1ccccc1NS(=O)(=O)c1ccc2c(c1)oc(=O)n2C	4	-20	101	3	12	-0.9	-0.1	3	17	-2
CCOC(=O)C1(Cc2ccccc2)CCN(Cc2cccn2-c2nccs2)CC1	-7	4	99	-16	-5	5.1	0.3	-32	12	-4
CSc1ccccc1C(=O)NC1CCCC1	-1	-8	102	20	4	0.5	-0.2	1	4	1
Cc1cc(CN2CCCC(CO)(Cc3cccc(Cl)c3)C2)n[nH]1 (centres undefined)	4	-4	92	1	-11	0.1	0.8	-1	-5	1

# Screens from PubChem.
